Source: PubChem BioAssay
JMJD2A Tudor inh – inhibitors of human JMJD2A Tudor domain | AlphaScreen JMJD2A-Tudor / H3K4me3 peptide binding | Potency, µM (series often up to 114 µM), for the others: at the highest dose activity change, negative = inhibition, hits mostly inhibitors | 390,000 compounds, 4.4% hits; also: % is scaled to controls: 0 for no effect and ±100 for the full control effect; nearly all actives have a fitted effect of over 50% in size
HP1b chromo inh – inhibitors of HP1-beta chromodomain binding to methylated histone tails | P83916 | AlphaScreen HP1-beta / biotin-H3K9me3 peptide binding | Potency, µM (top dose mostly 114 µM), for the others: top-dose activity change, negative = inhibition, usual class: inhibitors | 390,000 compounds, 0.56% hits; also: nearly all actives have a fitted effect of over 70% in size; inactives centre near 23
Target sequence (P83916 whole entry, looked up): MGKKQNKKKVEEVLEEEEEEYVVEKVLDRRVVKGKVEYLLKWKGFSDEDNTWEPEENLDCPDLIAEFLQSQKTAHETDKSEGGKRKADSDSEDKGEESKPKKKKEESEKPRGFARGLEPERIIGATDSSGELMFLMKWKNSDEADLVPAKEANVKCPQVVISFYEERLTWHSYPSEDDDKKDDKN
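HP1-beta protein (50 nM final) preincubated 30 min at room temperature with biotinylated H3(1-18)K9me3 peptide (50 nM) in PBS pH 7.4, 0.01% Tween-20, then compound added for 30 min. AlphaScreen streptavidin donor/nickel chelate acceptor beads (10 ug/mL final), 30 min dark, luminescence read.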
GLS inhibitor – inhibitors of human glutaminase (GLS) | O94925 | Potency, µM (series often up to 45.5 µM), for inactives: top-dose activity change, negative = inhibition, actives largely listed as inhibitors | GLS enzymatic activity, qHTS titration | AID 624170 | 410,000 compounds, 0.21% hits; also: % is scaled to controls: 0 for no effect and ±100 for the full control effect
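Human kidney-isoform GLS in 45 mM KH2PO4 pH 8.2, 0.02% Tween-20, with compound, started with 1mM L-Glutamine (added stock). Glutamate oxidase/HRP/Amplex red coupled fluorescence read at start and after 30 min at RT.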
G9a block – blocks human histone lysine methyltransferase G9a. G9a H3K9 monomethylation, AlphaScreen, 2 h. Q96KQ7. 350,000 compounds, 8.8% hits. Potency, µM (doses to about 102 µM), without a hit: at the highest dose activity, negative = inhibition, usual class: inhibitors; also: % is scaled to controls: 0 for no effect and ±100 for the full control effect; nearly all actives have a fitted effect of over 75% in size
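Readings reflect AlphaScreen signal from monomethyl-H3K9 antibody detection. HMT at 20 nM; substrate b-H3K9 500 nM; cofactor SAM 20 uM; 2 h RT reaction; compounds tested as titrations in qHTS with 15 min preincubation.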
Tb PGK inh – inhibitors of T. brucei phosphoglycerate kinase | P07378 | PGK/GAPDH coupled, Kinase-Glo luminescence, 60 min | Potency, µM (doses to about 57.5 µM), without a hit: top-dose activity change, negative = inhibition, most hits filed as inhibitors | 380,000 compounds, 0.043% hits | AID 602233; also: % is scaled to controls: 0 for no effect and ±100 for the full control effect; nearly all actives have a fitted effect of over 60% in size
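Luminescent ATP detection (Kinase-Glo Plus) follows a 60-minute room-temperature incubation, with wells lacking PGK as controls. Buffer: 100 mM TEA (pH 7.6), 5 mM MgCl2, 0.01% Tween-20. Coupling enzyme GAPDH (100 nM final) supplies unstable 1,3-BPG in-well.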
POLI inh – blocks human DNA polymerase iota activity; Q9UNA4; Pol iota fluorescent replication assay, 10 min; Potency, µM (titrated, usually from 115 µM), for inactives: top-dose activity, negative = inhibition, actives largely listed as inhibitors; 390,000 compounds, 1% hits
Target sequence (Q9UNA4 whole entry, looked up): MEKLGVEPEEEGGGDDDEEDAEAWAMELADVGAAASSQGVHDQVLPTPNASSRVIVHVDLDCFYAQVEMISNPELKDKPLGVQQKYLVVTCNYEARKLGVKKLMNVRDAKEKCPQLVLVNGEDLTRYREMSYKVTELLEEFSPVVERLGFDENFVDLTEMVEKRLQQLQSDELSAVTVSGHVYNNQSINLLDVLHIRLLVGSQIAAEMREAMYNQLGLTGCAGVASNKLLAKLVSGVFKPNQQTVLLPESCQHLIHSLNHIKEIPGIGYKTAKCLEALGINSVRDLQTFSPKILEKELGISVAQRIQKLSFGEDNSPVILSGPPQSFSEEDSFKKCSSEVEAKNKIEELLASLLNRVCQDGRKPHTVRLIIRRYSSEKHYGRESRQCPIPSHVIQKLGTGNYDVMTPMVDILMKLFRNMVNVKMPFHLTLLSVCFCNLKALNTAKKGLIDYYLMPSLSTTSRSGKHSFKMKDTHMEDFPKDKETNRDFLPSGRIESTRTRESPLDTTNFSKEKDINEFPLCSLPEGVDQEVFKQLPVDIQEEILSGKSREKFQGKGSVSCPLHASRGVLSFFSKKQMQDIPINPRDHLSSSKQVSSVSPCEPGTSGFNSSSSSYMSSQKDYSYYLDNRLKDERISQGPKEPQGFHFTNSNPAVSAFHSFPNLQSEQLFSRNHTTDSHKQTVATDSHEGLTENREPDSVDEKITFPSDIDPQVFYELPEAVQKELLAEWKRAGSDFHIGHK
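Pol iota at 10 nM preincubated 15 min with compounds at room temperature; reaction started with fluorescent substrate, 50 nM final. Fluorescence read kinetically at 0 and 10 min; buffer-only wells as negative control.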
BLM inh – blocks DNA unwinding by human BLM helicase | P54132 | recombinant BLM DNA unwinding, fluorescence dequenching | Potency, µM (titrated, usually from 56.1 µM), inactives show at the highest dose activity change, negative = inhibition, usual class: inhibitors | 350,000 compounds, 0.2% hits | AID 2528;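 also: plate controls were vehicle for no effect and no enzyme for full effect; nearly all actives have a fitted effect of over 35% in size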
Pin1 inhibitor – inhibitors of human Pin1; Pin1 FP peptide displacement, HiFluor488, 10 min; Potency, µM (doses to about 115 µM), without a hit: at the highest dose activity, negative = inhibition, most hits filed as inhibitors; Q13526; 390,000 compounds, 0.009% hits; active = well fitted inhibition curve with a large enough effect in the polarisation, with a control signal flat, not every such curve was filed as active; inconclusive = small, poorly fitted or top-dose-only effect, or effect the other way, or a change in a side signal; inactive = no such curve, though single readings can be large or run the other way; the % refers to the polarisation; also: % is scaled to controls: 0 for no effect and ±100 for the full control effect
Target sequence (Q13526 whole entry, looked up): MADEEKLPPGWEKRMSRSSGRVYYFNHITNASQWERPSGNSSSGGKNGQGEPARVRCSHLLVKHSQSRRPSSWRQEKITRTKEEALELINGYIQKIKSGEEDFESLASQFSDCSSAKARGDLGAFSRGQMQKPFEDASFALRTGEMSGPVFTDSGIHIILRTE
BAZ2B inh – inhibitors of human BAZ2B bromodomain | Q9UIF8 | AlphaScreen BAZ2B-H3K14Ac peptide displacement | Potency, µM (highest dose often 114 µM), without a hit: at the top dose activity change, negative = inhibition, hits mostly inhibitors | 360,000 compounds, 4.4% hits | AID 504333; also: % is scaled to controls: 0 for no effect and ±100 for the full control effect; nearly all actives have a fitted effect of over 60% in size
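BAZ2B 50 nM plus b-H3(5-23)K14Ac 50 nM, PBS pH 7.4/0.01% Tween-20, 30 min RT; compound added (max 110 uM), 30 min RT; streptavidin donor/Ni-chelate acceptor beads 10 ug/mL final, 20 min dark; AlphaScreen read.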
* = called active by the depositor; i = inactive; ? = inconclusive; . = not tested or not shown; & = joins results of further samples; ! = repeats disagree; [ ] = dose if it differs, or a comment. Unless noted, calls follow the shape of the dose curve; as a rule, active = well fitted curve in the direction sought with a large enough effect; inconclusive = small, poorly fitted or top-dose-only effect, or another doubt; inactive = no such curve, though single readings can be large; an effect the other way counts as inactive or inconclusive. Potency is read from the fitted curve at half-maximal effect.

SMILES | JMJD2A Tudor inh | HP1b chromo inh | GLS inhibitor | G9a block | Tb PGK inh | POLI inh | BLM inh | Pin1 inhibitor | BAZ2B inh
Cc1ccc(C)c(NC(=O)Cn2c(=O)n(Cc3ccc4c(c3)OCO4)c(=O)c3oc4ccccc4c32)c1 | -14% | 16% | 5% | -8%[59 µM] | i | 24% | -3% | -8% | -7%
Cc1ccc(NC(=S)NC(=O)c2ccc(Br)o2)c(C)c1 | -9% | 11% | 4% | ? | -2% | 39% | 0% | -1% | -29%
CC(=O)Nc1ccc(NCc2nnc3n2CCCCC3)cc1 | -17% | 16%[57 µM] | -4% | 1%[59 µM] | 3% | 12% | -4% | -2% | 1%
CCN(CC)S(=O)(=O)c1ccc2c(c1)nc(CCC(=O)OCC(=O)Nc1c(F)cccc1F)n2C | -9% | 26% | -13% | -9%[59 µM] | -9% | -1% | 5% | 13% | -3%
O=C(Cc1ccccc1)NCc1ccncc1 | -4% | 45%[activator] | -2% | . | -1% | 17% | -6% | -1% | -19%
C/C(=N\S(=O)(=O)c1ccc(C)cc1)Nc1cc(C(C)C)c(O)cc1C | -12% | 29% | 17% | -23%[59 µM] | i | -4% | 0% | -9% | 1%
CCCCOc1ccc(C(=O)Nc2ccc(S(=O)(=O)Nc3nc(C)cc(C)n3)cc2)cc1 | -4% | 33% | 11% | ? | -4% | 19% | -7% | 6% | 0%
COc1ccccc1S(=O)(=O)Nc1cccc(S(=O)(=O)N2CCCC2)c1 | -6% | 7% | -17% | . | -4% | 20% | . | 4% | .
C(=C\n1nnc2ccccc21)/c1ccccn1 | -22% | 14% | 0% | -11%[2.33 µM] | -11% | -8% | . | 5% | 12%
Cn1cc(CCNC(=O)C2CCC(=O)N(CCc3ccc(Cl)cc3)C2)cn1 (stereo not given) | 4% | 35% | -3% | -15% | 2% | 18% | -3% | -1% | -14%
COc1ccc(NC(=O)Nc2ccc3c(c2)OCO3)c(C)c1 | -9% | 28% | 5% | . | 4% | -8% | 1% | 3% | 0%
Cc1ccc(N(CC(=O)Nc2ccccc2-c2ccccc2)S(=O)(=O)c2ccccc2)c(C)c1 | -14% | 8% | 0% | 8.9µM* | -2% | ? | -12% | 5% | -27%
CN(C(=O)CCNC(=O)Cn1cnc2ccccc2c1=O)c1ccccc1F | -10%&-6% | 0%&32% | 14%&1% | 21% | -6%&8% | 52%&-10%[activator] | -4%&-1% | -8%&-8% | 0%&-3%
CCSc1ncc(C)cc1[N+](=O)[O-] | -16% | -6% | -2% | -36%[59 µM] | -6% | -4% | -2% | -2% | ?
COc1ccc(-n2nc(C(=O)N3CCN(c4cccc(C(F)(F)F)c4)CC3)c3c4ccccc4n(C)c3c2=O)cc1Cl | -13% | 50%[activator] | -1% | 19%[59 µM] | i | 30% | 0% | 1% | .
Cc1cc(Cl)ccc1OCC(=O)NNC(=O)C1CCCO1 (stereo not given) | -8% | 27% | 0% | -11% | 1% | 33%[activator] | 0% | 0% | .
c1ccc(OCCSc2nnnn2C2CCCCC2)cc1 | 110%[activator] | 198%[activator] | 2% | 130%[activator] | -3% | 0% | -7% | 7% | 93%[activator]
CSCCC(NC(N)=O)C(=O)N(C)CC(=O)Nc1cc(C)ccc1C (stereo not given) | -15% | 32% | -3% | 8% | -11% | 24% | -7% | -11% | 8%
c1ccc(-c2nc3ccccc3o2)nc1 | 5% | 39% | -4% | 14% | -3% | 8% | 1% | 6% | -5%
Cc1cccc(C(=O)n2c(=S)nc3ccccn32)c1 | -16% | -45% | ? | 2.2µM* | -15% | 8% | -2% | 6% | 1%
CC(C)OCCCn1c(SCC(=O)N2CCc3ccccc32)nc2ccccc2c1=O | -13% | 9% | 7% | ? | -4% | 220%[activator] | -4% | 16% | 4%
COC(=O)c1cccc(NC(=O)Cc2coc3cc(OC)ccc23)c1 | -18% | 2% | -3% | ? | . | 2% | -4% | 3% | -7%
COc1ccc(NC(=O)Nc2nnc(CC(=O)NCc3ccccc3)s2)cc1 | -9% | 17% | 0% | . | 1% | 12% | -2% | 3% | -12%
C=CCn1c(SCC(=O)c2cc(C)n(C(C)COC)c2C)nc2sc(C)c(C)c2c1=O (stereo not given) | ? | 3% | -1% | -9%[12.7 µM] | -2% | ? | -18% | 14% | -14%
CC(=O)/C(=N/Nc1ccc([N+](=O)[O-])cc1)N1CCCc2ccccc21 | ? | ? | -4% | 22µM* | i | 23% | -8% | 40%[activator] | ?
COc1ccc(-n2cnnc2SCC(=O)N2CCN(S(=O)(=O)c3ccccc3)CC2)cc1 | -14% | 18% | -1% | ? | 2% | 0% | 3% | 2% | 12%
CC1CNCCN1S(=O)(=O)c1cccc2cnccc12 (stereo not given) | -28%&-34% | 33%&35% | 3%&2% | 11µM*! | -5% | 21% | -1% | -1%&-3% | ?
COc1ccc(C2C(C(N)=O)=C(C)Nc3nc(CCCO)nn32)cc1OC (stereo not given) | -12% | 15% | 7% | -1%[2.33 µM] | 5% | 4% | 1% | -2% | -14%
COc1cc(OCc2ccccc2)c2c(CCC(=O)O)cc(=O)oc2c1 | -17% | 15% | -9% | . | -2% | ? | . | ? | .
COC(=O)c1ccc(CNC(=O)COC(=O)/C=C/c2ccc(O)c(OC)c2)cc1 | -18% | 2% | ? | . | -2% | 61%[activator] | . | -1% | .
Nn1c(SCC(=O)Nc2ccccc2)nnc1C1CCCCC1 | -3% | 1% | 9% | 7% | -6% | 19% | . | 1% | 9%
O=C(c1ccco1)N1CCN(C(=O)c2snc3ccc(Cl)cc23)CC1 | -16% | -17% | -16% | ? | -10% | -5% | -1% | 2% | .
Cc1cc(C(=O)Nc2ccc(Cl)cc2)n(-c2ccccc2)n1 | -4% | 20% | 2% | 22% | -9% | 10% | -5% | -1% | 5%
Cc1sc(NC(=O)COc2cccc(-n3cnnn3)c2)c(C#N)c1C | -22% | 4% | 7% | -6% | -9% | 5% | -6% | 64%[activator] | -6%
COc1ccc(NC(=O)C2Cc3cccc(OC)c3O/C2=N\O)cc1 (stereo not given) | -9% | 21% | -1% | -5% | i | 47%[activator] | -2% | -2% | 0%
c1ccc(-c2nc3nc4ccccc4nc3n2Cc2ccco2)cc1 | -24% | 10% | -6% | 16µM* | -4% | -6% | -5% | 0% | -9%
COc1ccc(CC(=O)OCC(=O)Nc2ccc(Cl)cn2)cc1 | -10% | 10% | -2% | -45% | 0% | 1% | -9% | 3% | ?
C[C@H]1CN([C@@H](C)CO)C(=O)c2cc(NC(=O)C3CCCCC3)ccc2O[C@H]1CN(C)S(=O)(=O)c1ccccc1 | -11% | 33% | 0% | . | -3% | -2% | . | -2% | .
COc1cccc(OC)c1OCCCCN1CCCCC1 | 40µM* | -38% | -7% | 11µM* | -9% | 2% | 1% | -4% | 50µM*
COc1ccccc1NC(=O)C(=O)c1cn(CC(=O)N2CCOCC2)c2ccccc12 | -20% | 0%[57 µM] | -5% | 30% | 1% | ? | 0% | 9% | -20%
CCOC(=O)c1ccc(NC(=O)CN2C(=O)COc3ccc(Cl)cc32)cc1 | -10% | 13% | -17% | 8%[59 µM] | -3% | -12% | 1% | -1% | -8%
O=C(Nc1cccc(-c2nc3ccccc3o2)c1)c1cccc2c(Cl)cccc12 | -5% | 19% | -1% | 4%[59 µM] | -10% | 4% | 0% | 11% | -19%
CC(=O)N1CCN(CCS(=O)(=O)c2cc(Cl)ccc2Cl)CC1 | -3% | 13% | -9% | . | 15% | 69%[activator] | . | 6% | .
COC(=O)C(=Cc1ccccc1[N+](=O)[O-])C(=O)OC | -13% | 35% | -2% | ? | -5% | ? | -5% | 7% | -6%
CCOc1ccc(Cn2c3ccc(OC)cc3c3nc4ccccc4nc32)cc1OC | 0% | 55% | -1% | 61%[activator][59 µM] | -9% | 21% | -9% | ? | 6%
COc1ccc(-c2cc(C3CCN(Cc4ccc([N+](=O)[O-])cc4)CC3)[nH]n2)cc1 | 45µM* | ? | 10% | 45µM* | i | 29% | 0% | -2% | ?
CC(=O)N1CCc2cc(S(=O)(=O)NCCC(=O)N3CCN(c4ccccn4)CC3)ccc21 | -7% | 1% | -3% | -8% | -3% | 17% | 2% | 0% | -1%
C/C(=N\NC(=O)c1cc(C)[nH]n1)c1ccc(-c2ccccc2)cc1 | -2% | 31% | -4% | 23%[59 µM] | -6% | 8% | 0% | 1% | 8%

BAZ2B inh: hit marks shown above.
SMILES | JMJD2A Tudor inh | HP1b chromo inh | GLS inhibitor | G9a block | Tb PGK inh | POLI inh | BLM inh | Pin1 inhibitor | BAZ2B inh
COc1cccc(OC)c1OCCCCN1CCCCC1 | 40µM* | -38% | -7% | 11µM* | -9% | 2% | 1% | -4% | 50µM*

Going on with the list.
SMILES | JMJD2A Tudor inh | HP1b chromo inh | GLS inhibitor | G9a block | Tb PGK inh | POLI inh | BLM inh | Pin1 inhibitor | BAZ2B inh
Cc1oc(-c2ccc(Cl)cc2)nc1CN1CCC(C(=O)NCC2CCCO2)CC1 (stereo not given) | -4% | 39%[activator] | 0% | 12% | i | 45%[activator] | 0% | 0% | -7%
O=C(Nc1ccc(S(=O)(=O)Nc2ncccn2)cc1)c1ccc(Br)s1 | -1% | 18% | 12% | 33%[12.7 µM] | -9% | -16% | 2% | 8% | 6%
Cc1ccc(OCC(=O)NC(=S)Nc2ccccn2)c(Br)c1 | -3% | 55%[activator] | 0% | ? | -7% | 38%[activator] | 0% | -5% | -1%
CCOC(=O)c1cnc2ccc(C(=O)OC)cc2c1NCCN1CCOCC1 | -13% | 24% | 7% | 5%[59 µM] | 4% | 33%[activator] | 1% | -2% | 1%
O=C(NCCc1ccccc1)NC1CCCCC1 | 0% | 25% | 6% | 5%[12.7 µM] | 5% | -4% | -3% | 0% | 11%

Not all compounds are listed. The share of hits here may be higher or lower than overall.
